Source: PubChem (Sanford-Burnham Center for Chemical Genomics)
Rat MKP-3 inhibitors – MKP-3 phosphatase inhibitors, primary screen, biochemical, rat enzyme, in vitro (AID 425); recombinant MKP-3 phosphatase activity, fluorescence; higher % means a stronger effect; inhibition, % at 20 µM, or IC50 in µM where a hit was titrated; Dual specificity protein phosphatase 6 (Rattus norvegicus); 0.17% of 110,000 active; in the data active = inhibition above about 50%;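 note: plate controls were vehicle for no effect and reference inhibitor for full effect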
Hsp70 inhibitors – Hsp70 inhibitors, probe displacement, primary screen, biochemical, fluorescence polarization (AID 583). displacement, % at 20 µM, or IC50 in µM where a hit was titrated. Hsp70 fluorescence polarization probe displacement, mP; higher % means a stronger effect. 0.06% of 140,000 active. Heat shock 70 kDa protein 1A (Homo sapiens); in the data active = displacement above about 50%;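 note: plate controls were vehicle for no effect and reference ligand for full effect; a part of the inactive calls stands beside numbers as strong as those of hits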
* = called active by the depositor; . = no result given; & = joins results of further samples; ! = not active in a repeat.

cpd	SMILES	Hsp70 inhibitors	Rat MKP-3 inhibitors
1	CC(=O)Oc1ccc2cc(-c3nc4ccccc4n3C)c(=O)oc2c1	22%	-20%
2	CCOC(=O)CC1=Nc2ccccc2NC(=O)C1	-2.3%	-2%
3	Brc1cccc(CN2CCN(C3CCN(Cc4ccccc4)CC3)CC2)c1	0.0%	3%
4	CC(=O)N1N=C2CCCCC2C1C(C)C (configuration not stated)	-3.0%	0%
5	Oc1ccccc1C(=S)N1CCCCCC1	8.7%	-3%
6	CC(C)Cc1nc(N2CCOCC2)c(C#N)c2c1COC(C)(C)C2	2.1%	-9%
7	Cc1ccc(CNc2nc(C)nc3sc4c(c23)CCC4)cc1	-1.5%	.
8	Cc1ccccc1NS(=O)(=O)c1ccc(OCC(=O)N2CCCCC2)cc1	0.4%	.
9	Nc1nonc1-c1noc(-c2ccccc2Br)n1	7.6%	-8%
10	Clc1ccc(C2NN=C(Cc3ccccc3)S2)c(Cl)c1 (configuration not stated)	6.9%	1%
11	COc1cccc(/C=N\N2CCN(c3ccc(C)cc3)CC2)c1O	-3.2%	0%
12	Cc1c(C(c2ccco2)c2c(C)n(C)n(-c3ccccc3)c2=O)c(=O)n(-c2ccccc2)n1C	-1.2%	0%

Rewritten with two lines to a compound: entries from further up.
Value order: Hsp70 inhibitors | Rat MKP-3 inhibitors
(2) CCOC(=O)CC1=Nc2ccccc2NC(=O)C1
    -2.3% | -2%
(9) Nc1nonc1-c1noc(-c2ccccc2Br)n1
    7.6% | -8%
(7) Cc1ccc(CNc2nc(C)nc3sc4c(c23)CCC4)cc1
    -1.5% | .
(12) Cc1c(C(c2ccco2)c2c(C)n(C)n(-c3ccccc3)c2=O)c(=O)n(-c2ccccc2)n1C
    -1.2% | 0%

Other records follow.
cpd	SMILES	Hsp70 inhibitors	Rat MKP-3 inhibitors
13	CCN(CC(O)Cn1c2ccccc2c2ccccc21)S(=O)(=O)c1ccc(C)cc1 (configuration not stated)	-0.5%&1.3%	0%
14	Cc1nc(C)c(C(=O)C2=C(O)C(=O)N(CCCn3ccnc3)C2c2ccccc2)s1 (configuration not stated)	2.2%	0%
15	COc1nc(NCCN2CCOCC2)nc(Nc2ccccc2)n1	-1.4%	0%
16	COc1cc(CN2CCN(C(=O)c3ccc([N+](=O)[O-])cc3)CC2)cc(OC)c1OC	1.6%	1%
17	CCC(=O)Nc1ccc(N2CCN(Cc3ccccc3)CC2)cc1	-0.2%	3%
18	COC(=O)C(C)Sc1nc2c(c(=O)n1-c1ccccc1)SCC2 (configuration not stated)	0.4%	-1%
19	CCCCNc1ncnc2c1cnn2-c1ccc(Cl)cc1	5.0%	-7%
20	CCCCc1[nH]c(=O)c(C#N)c2c1CSC(C)(C)C2	-1.0%	-12%
21	Nc1ccc(S(=O)(=O)O)c2cccc(O)c12	74%*!	65%*!
22	COc1ccc(N(CC(=O)NCc2cccc(OC)c2)S(=O)(=O)c2c(C)noc2C)cc1	-3.6%	-13%
23	CC1(C)Cc2ccccc2C(N/N=C/c2c(O)ccc3ccccc23)=N1	-2.5%	0%
24	CCOC(=O)CSc1nc(N)c(C(=O)Nc2ccc(N(C)C)cc2)s1	1.0%	-3%
25	CCC(C)(C)C1CCc2c(sc(NC(=O)c3cnccn3)c2C(=O)OC)C1 (configuration not stated)	4.2%	2%
26	Cc1ccc(C(=O)n2nc(-c3ccco3)nc2N)cc1	-1.1%	.
27	CCOC(=O)c1c(C)[nH]c(C)c1C(=O)COC(=O)c1cccc(S(=O)(=O)N(CC)CC)c1	4.3%	.
28	O=C(Nc1nccs1)c1ccc(COc2ccc(F)cc2)o1	14%	0%
29	Cc1cc([N+](=O)[O-])c2[nH]c(C(=O)N/N=C/c3ccccn3)c(-c3ccccc3)c2c1	-3.5%	5%
30	O=C(COc1nsnc1N1CCOCC1)N1CCOCC1	8.3%	-8%
31	O=C(Nc1ccc(Nc2ccccc2)cc1)c1cccc(Cl)c1	-0.6%	4%
32	COc1ccc(OC)c2c1CC(C)(C)NC2=O	.	-9%
33	CCCCCCCC(=O)CCCC(=O)Nc1ccc(C)cc1	-0.5%	7%
34	O=C(COC(=O)c1cc(S(=O)(=O)N2CCOCC2)ccc1Cl)Nc1ccc2c(c1)OCO2	0.1%	-10%
35	O=S(=O)(N/N=C/c1cccc(Cl)c1)c1ccc(Cl)cc1	1.8%	0%
36	CN(C)c1ccc(N/C=C/C(=O)c2ccco2)cc1	-8.6%	.
37	CCNc1ccc(C(=O)OCC)cc1NC(=O)c1cc(S(=O)(=O)N2CCOCC2)ccc1C	5.0%	-7%
38	O=C(c1ccco1)N1CCN(c2nc(C3CC3)nc3c2nnn3Cc2ccccc2Cl)CC1	1.3%	.
39	CCN(CCCNC(=O)CN(C)S(=O)(=O)c1cccc2nsnc12)c1cccc(C)c1	-2.3%	-5%
40	COc1ccc(N2C(=O)/C(=C3/C(=O)N(C)c4ccccc43)SC2=S)cc1	-1.6%	-2%
41	COc1ccc(C2CC(=O)C3=C(C2)Nc2ccccc2NC3c2cccc(O)c2)cc1 (configuration not stated)	-4.5%	1%
42	Cc1cc(NS(=O)(=O)c2ccc(NC(=O)C(C(C)C)N3C(=O)c4ccccc4C3=O)cc2)nc(C)n1 (configuration not stated)	8.8%	.
43	COc1cc2c(cc1NC(=O)c1ccc(OC)c([N+](=O)[O-])c1)oc1ccccc12	0.7%	39%
44	CCCCOc1ccc(C(=O)NCc2ccccn2)cc1	-3.6%	-7%
45	CC(=O)OC1CC2(C)C(=O)CCC2C2CCc3cc(O)ccc3C12 (configuration not stated)	0.5%	6%
46	Cc1ccc(S(=O)(=O)Nc2nc(C)cc(NCCN)n2)cc1	0.7%	-22%
47	CCOc1cc(/C=N/n2cnnc2)ccc1O	-2.2%	-4%
48	COc1ccccc1C(=O)NCC(=O)n1nc(C)cc1C	1.3%	-1%
49	O=C(Nc1nc2ccccc2[nH]1)C1CC1c1ccccc1 (configuration not stated)	1.8%	0%
50	CCOc1ccc(C2CC(c3cccc(C)c3)n3nc(N)nc3N2)cc1 (configuration not stated)	3.1%	-6%
51	COc1ccc(C2CC(c3ccc([N+](=O)[O-])cc3)=NN2C(=O)c2ccccc2)cc1OC (configuration not stated)	-1.1%	4%
52	CCOC(=O)C(C)n1cnc2c(nnn2Cc2ccc(Cl)cc2)c1=O (configuration not stated)	2.6%	-1%
53	O=S(=O)(c1cc(Cl)ccc1Cl)N1CCC(Cc2ccccc2)CC1	2.0%	-3%
54	CN1CCN(C(=O)c2ccc(Cl)cc2[N+](=O)[O-])CC1	5.5%	0%
55	COc1ccccc1-n1c(C)nc2cc(C(=O)O)ccc21	-6.6%	.
56	OCCN=C(c1ccccc1)C12CN3CN(CN(C3)C1)C2	-1.8%	-2%
57	Cc1c(CCC(C)C)c(-n2ccnc2C)n2c(nc3ccccc32)c1C#N	-3.1%	.
58	COC(=O)c1coc(-c2ccc(C)cc2)c1C(=O)OC	0.2%&-3.7%	-4%&1%
59	COc1ccc(/C=C/C(=O)NC(=S)Nc2ccccc2)cc1OC	3.5%	2%
60	CC(=O)c1cccc(NC(=O)c2ccc(NS(=O)(=O)c3c(C)noc3C)cc2)c1	-0.8%	2%
61	CCCn1c(N)nc2ccccc21	4.3%	.
62	C=CCn1c2ccccc2c2nnc(SCCCn3c(=O)[nH]c4ccccc43)nc21	3.0%	3%
63	CC(C)(C)n1ncc2c(=O)n(CC(=O)NCc3ccccc3)cnc21	-0.4%	7%
64	COc1cc2c(cc1OC)CN(c1ccc(C(=O)O)cc1)C(=O)C2	-0.2%	1%
65	O=C(CSc1nnc2ccccn12)NC(=O)NC1CCCCC1	2.3%	-1%
66	O=C(Nc1cccc2ccccc12)N1CC=CCC1	-0.7%	.
67	Cc1ccc(NC(=O)Cn2cccc2)cc1C	0.4%	6%
68	O=C(c1ccncc1)N(Cc1ccco1)Cc1cc2ccccc2[nH]c1=O	3.2%	0%
69	COc1ccc(NS(=O)(=O)c2cc(-c3nnnn3C)ccc2OC)cc1	-1.2%	-6%&2%
70	NC(=O)C1(c2ccccc2)CCCN1C(=O)c1ccccc1Br (configuration not stated)	1.1%	0%
71	Cc1cc(C)c2nc3s/c(=C\c4cc5c(cc4[N+](=O)[O-])OCO5)c(=O)n3c2c1	1.6%	0%
72	COCCn1c(C)cc(C(=O)COC(=O)c2ccc3ncsc3c2)c1C	1.8%	-9%

Single records, from the list above. Values in the order: Hsp70 inhibitors	Rat MKP-3 inhibitors
`O=C(Nc1ccc(Nc2ccccc2)cc1)c1cccc(Cl)c1` is listed with -0.6%	4%
`Cc1c(C(c2ccco2)c2c(C)n(C)n(-c3ccccc3)c2=O)c(=O)n(-c2ccccc2)n1C` is listed with -1.2%	0%
`O=C(Nc1cccc2ccccc12)N1CC=CCC1` is listed with -0.7%	.

The results go on:
cpd	SMILES	Hsp70 inhibitors	Rat MKP-3 inhibitors
73	CCn1c(CCNC(=O)c2cccs2)nnc1SCC(=O)Nc1nc(-c2ccccc2)cs1	-1.2%	.
74	COc1cccc(C2NC(=S)NC(C)=C2C(=O)Nc2ccc(Br)cc2)c1OC (configuration not stated)	2.0%	3%
75	Cc1noc(COc2ccccc2OCC(N)=O)c1Cl	1.0%	5%
76	Cc1ccc(C(=O)O/N=C(\N)c2ccccc2)cc1	3.3%	-5%
77	CC12CN(C(=O)c3ccco3)CC(c3ccccc3)(CN(C(=O)c3ccco3)C1)C2=O	-4.7%	-4%
78	CC1(c2ccccc2)NC(=O)N(CC(=O)N2CCOCC2)C1=O (configuration not stated)	2.2%	-12%
79	O=c1c2c(-c3cccs3)csc2ncn1-c1ccccc1	6.4%	.
80	COc1ccc(OC)c(C2CC(=O)N3CN(c4ccc(C)c(Cl)c4)CSC3=C2C#N)c1 (configuration not stated)	2.5%	-4%
81	O=C(c1cnc2n(c1=O)CCS2)N1CCN(c2ccc(Cl)c(Cl)c2)CC1	-1.5%	13%
82	C=CCn1c(SCC(=O)NCCCO)nc2sc3c(c2c1=O)CCCC3	1.9%	1%
83	CCCCCn1c(CN2CCN(Cc3ccccc3)CC2)nc2c1c(=O)[nH]c(=O)n2C	-2.2%	-2%
84	O=C(COc1ccc(Cl)cc1Cl)Oc1ccccc1	8.0%	-4%

Rat MKP-3 inhibitors: what is marked active above
cpd	SMILES	Hsp70 inhibitors	Rat MKP-3 inhibitors
21	Nc1ccc(S(=O)(=O)O)c2cccc(O)c12	74%*!	65%*!

(cont.)
cpd	SMILES	Hsp70 inhibitors	Rat MKP-3 inhibitors
85	CCOc1cccc(C(=O)Nc2sc(CC)cc2C(=O)OC)c1	-1.2%	1%
86	CCN(CC)c1ccc(C(=O)N2CCN(c3ccc(F)cc3)CC2)cc1	-3.6%	4%
87	CC(/C=C/c1ccco1)=N\Nc1nnc2c(n1)[nH]c1ccccc12	8.4%	-1%
88	COCCCn1c(-c2ccccc2Cl)n[nH]c1=S	4.8%	-10%
89	O=C(OCCN(C1=NS(=O)(=O)c2ccccc21)c1ccc(Cl)cc1)c1ccco1	3.3%	-14%
90	CCCCCCCN1C(=O)/C(=C2\SC(=S)NC2=O)c2ccccc21	5.6%	6%
91	CCC(C)Nc1nc(OC(C(F)(F)F)C(F)(F)F)nc(OC(C(F)(F)F)C(F)(F)F)n1 (configuration not stated)	0.4%	.
92	NC(=O)NC(c1ccccc1)c1coc2ccccc12 (configuration not stated)	-3.4%	0%
93	O=S(=O)(Cc1ccccc1)N1CCn2c(nc3ccccc32)C1	0.8%	-2%
94	CCc1ccc(NC(=O)/C(C#N)=C\c2ccc(I)o2)cc1	0.9%	2%
95	CCC(=O)N/C=C/n1cnc2cc(C(F)(F)F)ccc21	0.8%	0%
96	CCOC(=O)c1nnn(CC(=O)Nc2cc(Cl)ccc2C)c1C(=O)OCC	.	1%
97	COC(=O)c1c(NC(=O)C(Cl)Cl)sc2c1CCCCCC2	0.5%	-1%
98	CCC1(C)Cc2c(sc3c2c2ncnn2c2nnc(SCC(=O)NCc4ccco4)n32)CO1 (configuration not stated)	2.3%	-1%
99	CCCN(CCC)CCCNS(=O)(=O)c1cc(Br)cc2c1N(C(C)=O)CC2	-9.0%	4%
100	COc1ccc(C(=O)NCCOc2ccccc2F)cc1OC	2.1%	1%
101	Cc1ccc(-n2c(=O)[nH]cc(C(=O)Nc3ccc4c(c3)OCO4)c2=O)cc1C	2.5%	-3%
102	CC[C@H](C)[C@H](NS(=O)(=O)c1ccc(C)cc1)C(=O)N1CCC(C(=O)N[C@@H](C)C(=O)O)CC1	-0.3%	8%
103	CCCCOc1ccc(-c2nnc(-c3ccco3)o2)cc1	0.9%	-4%
104	COc1ccc(-n2nc3cc(C)c(NC(=O)COc4ccccc4C)cc3n2)cc1	-4.5%	0%
105	COc1ccc(Br)cc1CN1CCN(C(=O)c2cccc(OC)c2OC)CC1	-3.4%	.
106	COc1cc(C(=O)NCc2cccc3ccccc23)cc(OC)c1OC	0.0%	4%
107	O=C(Cn1nc(Cc2cccnc2)c2ccccc2c1=O)Nc1ccc2c(c1)OCO2	0.2%	0%
108	COC(=O)c1ccc(N2C(=O)CC(SC(=NCCc3ccccc3)Nc3ccccc3)C2=O)cc1 (configuration not stated)	-3.4%	4%
109	O=C(NCCc1ccc(Cl)cc1)C1CCN(C(=O)c2sccc2-n2cccc2)CC1	1.2%	-2%
110	O=C(NCCCn1ccnc1)c1cn(-c2ccccc2)nc1-c1ccc(F)cc1	1.6%	-11%
111	CC1=C2C(=O)OC(c3ccoc3)C2(C)CCC1 (configuration not stated)	5.0%	-6%
112	O=C(Oc1cccc(/C=C2/SC(=S)N(c3ccccc3)C2=O)c1)c1ccco1	1.2%	0%
113	O=C(CN1C(=O)COc2ccccc21)NCCN1CCc2ccccc2C1	0.2%	-8%

These rows are one share of the data, so the mix of outcomes need not match the whole.
